AmpC no deterg: inhibitors of E. coli AmpC beta-lactamase without detergent. P00811. AmpC nitrocefin hydrolysis, absorbance 480 nm, 0.0001% Triton. Potency, µM (doses to about 57.1 µM), without a hit: top-dose activity change, negative = inhibition, usual class: inhibitors. 0.52% of 330,000 active;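 further: potency means the concentration at half of the fitted maximal effect; plate controls were no compound for no effect and no enzyme for full effect; nearly all actives have a fitted effect of over 20% in size; some results filed as inactive show a strong effect at the top dose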
Target sequence (P00811 whole entry, looked up): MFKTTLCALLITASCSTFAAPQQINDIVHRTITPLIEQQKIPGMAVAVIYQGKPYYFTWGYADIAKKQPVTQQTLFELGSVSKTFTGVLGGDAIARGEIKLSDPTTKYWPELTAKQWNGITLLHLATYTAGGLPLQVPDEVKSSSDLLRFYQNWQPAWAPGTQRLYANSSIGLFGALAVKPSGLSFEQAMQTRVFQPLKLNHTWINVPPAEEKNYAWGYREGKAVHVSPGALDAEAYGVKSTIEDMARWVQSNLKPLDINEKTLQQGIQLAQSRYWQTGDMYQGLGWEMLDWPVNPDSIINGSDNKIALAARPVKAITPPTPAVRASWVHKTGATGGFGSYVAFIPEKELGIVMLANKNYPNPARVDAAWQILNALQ
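AmpC (5.3 nM in the dispensed reagent) in 20 mM phosphate pH 7.0 with 0.01% (detergent screen) or 0.0001% Triton X-100 was preincubated with compounds for 15 min at room temperature. Nitrocefin was then added from an 800 uM solution, and hydrolysis was followed at 480 nm.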
LmPK inhibitor: LmPK (Leishmania mexicana) enzyme inhibition; AID 1721; purified LmPK, Kinase-Glo ATP luminescence, 1 h; 0.37% of 290,000 active; Potency, µM (series often up to 57.5 µM), inactives show top-dose activity change, negative = inhibition, actives largely listed as inhibitors; further: potency means the concentration at half of the fitted maximal effect
Target sequence (Q27686 whole entry, looked up): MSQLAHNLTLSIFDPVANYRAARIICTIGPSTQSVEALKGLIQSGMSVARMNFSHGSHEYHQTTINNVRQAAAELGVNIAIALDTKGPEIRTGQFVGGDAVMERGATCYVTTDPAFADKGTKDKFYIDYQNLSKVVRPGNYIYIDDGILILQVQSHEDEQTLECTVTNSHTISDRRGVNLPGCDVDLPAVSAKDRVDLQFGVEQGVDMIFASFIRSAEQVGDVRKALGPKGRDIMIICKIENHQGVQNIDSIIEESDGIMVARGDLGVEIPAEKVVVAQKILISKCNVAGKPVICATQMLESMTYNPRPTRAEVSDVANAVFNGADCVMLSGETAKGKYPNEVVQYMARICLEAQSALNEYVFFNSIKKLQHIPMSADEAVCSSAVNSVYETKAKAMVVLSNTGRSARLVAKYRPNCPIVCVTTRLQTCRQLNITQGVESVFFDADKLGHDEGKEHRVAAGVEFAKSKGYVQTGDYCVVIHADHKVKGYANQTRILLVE
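Kinase-Glo luminescence read after 1 h RT reaction of 0.1 nM LmPK with 0.5 mM PEP and 0.1 mM ADP. Activity scaled between uninhibited and enzyme-free controls.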
Tb PYK inh: T. brucei pyruvate kinase inhibition; 0.12% of 410,000 active; Potency, µM (doses to about 76.8 µM), for inactives: top-dose activity, negative = inhibition, most hits filed as inhibitors; Q57TT1; TbPYK enzyme, Kinase-Glo Plus ATP luminescence, 45 min; further: potency means the concentration at half of the fitted maximal effect; nearly all actives have a fitted effect of over 50% in size
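Enzyme and substrate buffer are dispensed first and compound is pin-transferred. ADP at 130 uM final then starts the reaction, which runs 45 min at room temperature. Detection reagent is added for 10 min before luminescence is imaged.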
HCMV inh: human cytomegalovirus inhibition; HFF cells, HCMV-luciferase reporter, 72 h; active compounds read low; activity change, negative = inhibition, % at 57.5 µM; 4.5% of 410,000 active; in the data active means activity change below about -60%; inconclusive means no clear call, values can overlap the other calls; inactive means above about -39%
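After 16 h attachment at 37C, HFF cells received test compound and HCMV-luciferase (1 PFU/cell); reporter luminescence read 72 h later, data normalized against buffer-only and known inhibitor Salinomycin.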
AMA1 RON2 block: disrupts binding of P. falciparum AMA1 to RON2 | 0.2% of 360,000 active | AID 720542 | Potency, µM (series often up to 58.2 µM), for the others: at the highest dose activity change, negative = inhibition, usual class: inhibitors | AlphaScreen AMA1-biotinylated RON2 peptide binding;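 further: potency means the concentration at half of the fitted maximal effect; 0% = vehicle wells and -100% = peptide control; nearly all actives have a fitted effect of over 45% in size; some results filed as inactive show a strong effect at the top dose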
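AMA1 (3D7) with his tag at 25 nM final met compounds first, then biotinylated RON2 peptide at 25 nM; detection used donor plus acceptor beads, 10 µg/mL apiece, read by AlphaScreen after 30 min at room temperature.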
Sm TGR block: blocks Schistosoma mansoni thioredoxin glutathione reductase; purified TGR, DTNB reduction, TNB absorbance 405 nm; Q962Y6; Potency, µM (doses to about 114 µM), for inactives: at the highest dose activity change, negative = inhibition, most hits filed as inhibitors; AID 485364; 3% of 360,000 active; further: potency means the concentration at half of the fitted maximal effect; nearly all actives have a fitted effect of over 60% in size
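TGR 20 nM + NADPH 100 uM (dispensed conc.), cpd preinc 15 min RT; start with NADPH (500 uM addition) then DTNB (15 mM addition). Kinetic TNB absorbance, 405 nm filter. Four-parameter Hill fit across titration.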
AmpC inh detg: blocks E. coli AmpC beta-lactamase in detergent assay; P00811; AmpC hydrolysis of nitrocefin, absorbance 480 nm, 0.01% Triton; Potency, µM (highest dose often 114 µM), inactives show at the top dose activity change, negative = inhibition, hits mostly inhibitors; 0.041% of 370,000 active; AID 485294;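 further: potency means the concentration at half of the fitted maximal effect; 0% = no-compound wells and -100% = no-enzyme wells; nearly all actives have a fitted effect of over 25% in size; some results filed as inactive show a strong effect at the top dose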
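20 mM phosphate pH 7.0 + 0.01% (detergent screen) or 0.0001% Triton X-100; 5.3 nM AmpC reagent; cpd preinc 15 min RT; nitrocefin (800 uM stock) to start; A480 q20 s × 4 min; Activity was normalised to no-enzyme and no-compound control wells.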
* marks the source's active call; other numbers are inactive results; u = inconclusive; x = not tested or not shown; [ ] = another dose, or the depositor's remark. Unless noted, the call rests on the fitted dose curve; in most records, active means well fitted curve in the direction sought with a large enough effect; inconclusive means small, poorly fitted or top-dose-only effect, or another doubt; inactive means no such curve, though single readings can be large; an effect the other way counts as inactive or inconclusive. Unless noted, on the % scale 0 is the no-effect control and ±100 the full control effect. Compounds as they come (roughly 7.4% active in at least one column).

nr	Compound	AmpC no deterg	LmPK inhibitor	Tb PYK inh	HCMV inh	AMA1 RON2 block	Sm TGR block	AmpC inh detg
1	COc1ccc(N/N=C(/Oc2ccc([N+](=O)[O-])cc2)C(C)=O)cc1	-22%	2%	1%	23	13%	-2%	3%
2	Cc1cc(C)c(C#N)c(N2CCC(C(N)=O)CC2)n1	-19%	-1%	-2%	u	-14%	x	-1%
3	COc1ccc(N2C(=O)CC(n3cnc4ccccc43)C2=O)cc1 (stereo not given)	1%	17%	-6%	-31	0%	-22%	-2%
4	CC(=O)c1cccc(S(=O)(=O)Nc2ccc(N3CCOCC3)cc2)c1	38%	-6%	1%	3	2%	1%	0%
5	O=C1NCC(CN(c2ccccc2)c2ccccc2)O1 (stereo not given)	-5%	18%	-8%	-19	-6%	0%[11.4 µM]	7%
6	CC(C)c1ccc(C(=O)OCC(=O)Nc2cccc(S(=O)(=O)NC3=NCCC3)c2)cc1	x	x	5%	-7	9%	x	x
7	Cc1ccc(-c2nnc(N3CCN(C(=O)Cn4c(=O)n(C)c5ccccc54)CC3)c3ccccc23)cc1	39%	4%	-2%	-30	-4%	-2%	3%
8	O=C(COc1ccc(F)cc1)Nc1ccccc1OCc1cc(=O)n2ccccc2n1	x	x	-4%	53	x	6%	1%
9	CC(C)c1ccc2nc(N)sc2c1	-31%	4%	-9%	125	8%	20%	1%
10	COc1ccc(CNC(=O)CN2CCN(c3ccccc3)CC2)cc1	23%	-1%	5%	23	-1%	20%	-2%

nr	Compound	AmpC no deterg	LmPK inhibitor	Tb PYK inh	HCMV inh	AMA1 RON2 block	Sm TGR block	AmpC inh detg
11	Cn1c(=O)[nH]c(=O)c2c1nc(NCCO)n2CC(O)COc1ccccc1 (stereo not given)	x	x	2%	-3	x	4%	14%
12	CC(=O)N1CCCc2cc(S(=O)(=O)N3CCN(c4ccccn4)CC3)ccc21	84%[activator]	-9%	3%	12	0%	7%	-4%
13	Cc1sc(CO)c(Sc2ccccc2)c1C(=O)O	-23%	0%	x	55	x	-4%	-3%
14	Cc1cc(N2CCCC2)ccc1NC(=O)CN1C(=O)NC2(CCCCC2)C1=O	-28%	x	-22%	-24	-4%	0%	u
15	O=C(Nc1cccc(Cl)c1)N1CCC(CN2CCOCC2)CC1	x	x	2%	9	x	3%	-2%
16	COc1ccccc1NS(=O)(=O)NC(=O)c1cn(C)c2ccccc12	-17%	0%	-2%	0	-13%	-1%	-1%
17	Cc1ccc(-c2ccc(S(=O)(=O)N3CC(C)OC(C)C3)cc2)cc1 (stereo not given)	-11%	1%	0%	9	-4%	1%	-8%
18	C=CC(=O)Nc1cccc(Oc2ccnc(Nc3ccc(N4CCN(C)CC4)cc3)n2)c1	x	x	-11%	-21	u	x	x
19	CCN(CC)S(=O)(=O)c1cc(NC(=O)C2CC(=O)N(Cc3ccccc3)C2)ccc1Cl (stereo not given)	48%	x	4%	-63*	52%[activator]	-6%	u
20	CCN=C1SC(C(=O)Nc2cccc(C(=O)O)c2)CC(=O)N1CC (stereo not given)	-10%	9%	-1%	17	-2%	u	-11%

nr	Compound	AmpC no deterg	LmPK inhibitor	Tb PYK inh	HCMV inh	AMA1 RON2 block	Sm TGR block	AmpC inh detg
21	CC(=O)c1ccc(NC(=O)c2ccccc2Sc2ncnc3sc(C)c(C)c23)cc1	75%[activator]	1%	2%	-33	-26%	-5%	-3%
22	O=C(C1=C[C@H](c2ccccc2)C[C@H](OCc2ccc(CO)cc2)O1)N1CCN(Cc2ccccc2)CC1	130%[activator]	6%	1%	u	-2%	28µM*	0%
23	CC(C)C(C(=O)NCC1CCCO1)N(C(=O)CNS(=O)(=O)c1ccc(F)cc1)c1ccccc1 (stereo not given)	32%	-8%	3%	7	0%	23%	3%
24	COc1ccccc1Nc1nc(C)cc(=O)[nH]1	-17%	1%	-2%	10	2%	5%	u
25	COc1ccc(C(=O)NC(=S)Nc2cccnc2)cc1[N+](=O)[O-]	-13%[11.4 µM]	3%	-8%	9	88%[activator]	16µM*	-13%
26	O=C(NCCCN1CCOCC1)c1cccc(S(=O)(=O)N2CCOCC2)c1	-13%	x	-3%	-21	-9%	6%	-8%
27	CCC(=O)Nc1ccc(-c2nnc(SCC(=O)Nc3nccs3)n2C)cc1	-6%	1%	-5%	19	-8%	7%	0%
28	CC(=O)Nc1ccc(N2C(=O)CSC2c2c(F)cccc2Cl)cc1 (stereo not given)	5%	1%	x	6	22%	-9%	-9%
29	CCN(CC)CCn1c(NCc2ccccn2)nc2ccccc21	-17%	-4%	10%	-12	u	2%	-10%
30	O=C(c1ccc(Cl)c([N+](=O)[O-])c1)N(Cc1cccc(Cl)c1)C1CCS(=O)(=O)C1 (stereo not given)	-7%	7%	6%	9	-4%	-10%	u

nr	Compound	AmpC no deterg	LmPK inhibitor	Tb PYK inh	HCMV inh	AMA1 RON2 block	Sm TGR block	AmpC inh detg
31	CCOc1ccc(-c2cc3c(=O)n(CC(=O)NCc4ccc(Cl)cc4)ccn3n2)cc1	x	x	-1%	25	x	3%	3%
32	COc1cc(NC(=O)Nc2ccccc2)c(OC)cc1NC(=O)CN1CCCCC1	80%[activator]	6%	9%	-3	-16%	-7%	1%
33	C=C1CCN(c2ccc(C(=O)NCc3ccc(C)cc3)cc2[N+](=O)[O-])CC1	-38%	1%	2%	u	-23%	-17%	-11%
34	CC(=O)c1cccc(NC(=O)CCn2c(=O)oc3ccccc32)c1	-7%	0%	-1%	-16	4%	-14%	-5%
35	COC(F)(C(=O)Nc1ccc2c(c1)C(=O)NC2=O)C(F)(F)F (stereo not given)	-13%	1%	6%	20	-12%	-12%	-17%
36	C/C(=N\NC(=O)CN(c1ccccc1Br)S(C)(=O)=O)c1cccs1	-17%	1%	-1%	-34	18%	x	1%
37	O=C(COC(=O)C12CC3CC(CC(Br)(C3)C1)C2)NNC(=O)c1ccccc1	-24%	x	-1%	-9	88%[activator]	-1%	3%
38	CC(C)CCNC(=O)CN(C(=O)CCC(=O)Nc1ccccn1)c1ccc2c(c1)OCCO2	-7%	-4%	-2%	-30	12%	-2%	-11%
39	O=C(NS(=O)(=O)Oc1ccc(F)c(Cl)c1)OC[C@@H]1CCCN2CCCCC12 (stereo not given in full)	-16%	5%[11.5 µM]	-2%	u	-10%	9%	4%
40	CC(C)c1ccc(-c2nc(C(N)=O)c3c(n2)n(-c2ccc4c(c2)OCO4)c(=O)n3C)cc1	x	x	4%	15	x	3%	15%

nr	Compound	AmpC no deterg	LmPK inhibitor	Tb PYK inh	HCMV inh	AMA1 RON2 block	Sm TGR block	AmpC inh detg
41	CN(C)S(=O)(=O)N1CCC(Oc2cccc(C(=O)N3CCSCC3)c2)CC1	29%	-3%	-10%	-16	-4%	-17%	-12%
42	N#C/C(=C\c1c(Oc2ccccc2F)nc2ccccn2c1=O)C(=O)NC1CCS(=O)(=O)C1 (stereo not given)	21%	3%	0%	127	-4%	1%	-8%
43	O=C(C[C@@H]1C/C=C\C[C@H](Cc2ccc(F)cc2)C(=O)OC[C@@H](c2ccccc2)NC1=O)NCCO	171%[activator]	x	-3%	-33	17%	x	x
44	COCCn1c(SCC(=O)Nc2ccc(F)cc2)nc2ccccc2c1=O	3%	-3%	1%	12	0%	-1%	-13%
45	Cc1ccc(S(=O)(=O)c2c(Nc3cc(F)ccc3F)sc(C(=O)c3ccc(F)cc3)c2N)cc1	x	x	1%	-65*	x	-7%	11%
46	CC1=Nc2ccc(Br)cc2C(c2ccccc2)N1CC(=O)NN (stereo not given)	24%	-3%	0%	-19	-17%	-3%	-6%
47	C/C(=N\NC(=O)c1ccc(Cl)cc1)c1cccs1	-41%	u	-17%	-5	27%	1%	-9%
48	Cc1cccc(N(CC(=O)N2CCN(c3ccccc3F)CC2)S(C)(=O)=O)c1	58%	5%	0%	6	7%	14%	1%
49	COCCn1c(N)c(Sc2ccc(C)cc2)c(=O)[nH]c1=O	-2%	-2%	2%	-10	-1%	12%	2%
50	CCC1(c2ccccc2)NC(=O)N(CC(=O)Nc2ccc(S(=O)(=O)Nc3ncccn3)cc2)C1=O (stereo not given)	-13%	x	3%	11	5%	1%	u

Arranged by SMILES length (smallest number first): some entries from above
nr	Compound	AmpC no deterg	LmPK inhibitor	Tb PYK inh	HCMV inh	AMA1 RON2 block	Sm TGR block	AmpC inh detg
47	C/C(=N\NC(=O)c1ccc(Cl)cc1)c1cccs1	-41%	u	-17%	-5	27%	1%	-9%
46	CC1=Nc2ccc(Br)cc2C(c2ccccc2)N1CC(=O)NN (stereo not given)	24%	-3%	0%	-19	-17%	-3%	-6%
44	COCCn1c(SCC(=O)Nc2ccc(F)cc2)nc2ccccc2c1=O	3%	-3%	1%	12	0%	-1%	-13%
41	CN(C)S(=O)(=O)N1CCC(Oc2cccc(C(=O)N3CCSCC3)c2)CC1	29%	-3%	-10%	-16	-4%	-17%	-12%
48	Cc1cccc(N(CC(=O)N2CCN(c3ccccc3F)CC2)S(C)(=O)=O)c1	58%	5%	0%	6	7%	14%	1%
37	O=C(COC(=O)C12CC3CC(CC(Br)(C3)C1)C2)NNC(=O)c1ccccc1	-24%	x	-1%	-9	88%[activator]	-1%	3%
39	O=C(NS(=O)(=O)Oc1ccc(F)c(Cl)c1)OC[C@@H]1CCCN2CCCCC12 (stereo not given in full)	-16%	5%[11.5 µM]	-2%	u	-10%	9%	4%
38	CC(C)CCNC(=O)CN(C(=O)CCC(=O)Nc1ccccn1)c1ccc2c(c1)OCCO2	-7%	-4%	-2%	-30	12%	-2%	-11%
42	N#C/C(=C\c1c(Oc2ccccc2F)nc2ccccn2c1=O)C(=O)NC1CCS(=O)(=O)C1 (stereo not given)	21%	3%	0%	127	-4%	1%	-8%
45	Cc1ccc(S(=O)(=O)c2c(Nc3cc(F)ccc3F)sc(C(=O)c3ccc(F)cc3)c2N)cc1	x	x	1%	-65*	x	-7%	11%
50	CCC1(c2ccccc2)NC(=O)N(CC(=O)Nc2ccc(S(=O)(=O)Nc3ncccn3)cc2)C1=O (stereo not given)	-13%	x	3%	11	5%	1%	u
43	O=C(C[C@@H]1C/C=C\C[C@H](Cc2ccc(F)cc2)C(=O)OC[C@@H](c2ccccc2)NC1=O)NCCO	171%[activator]	x	-3%	-33	17%	x	x
